H1N1 NS1A inhibition = H1N1 influenza NS1A inhibitors, functional cell based assay (AID 504329). NS1A functional cell-based assay, percent inhibition; higher % means a stronger effect. one-dose inhibition, % at 12.5 µM; IC50 in µM for titrated hits. 340,000 compounds, 0.3% hits; in the data active = a potency from the dose series; inconclusive = inhibition above about 27% without an active follow-up result; also: strong numbers were not always called active
H37Rv inhibition = M. tuberculosis growth inhibition, HTS (AID 449762) | M. tuberculosis H37Rv growth inhibition, 7H9 media; higher % means a stronger effect | inhibition, % at 25 µM, or IC50 in µM where a hit was titrated | 330,000 compounds, 0.59% hits; in the data active = a potency from the dose series; inconclusive = inhibition above about 70% without an active follow-up result;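 also: bacterial growth assessed after seven days of incubation; strong numbers were not always called active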
Salmonella PhoP GFP = PhoP regulon inhibitors, Salmonella typhi PhoP promoter GFP reporter, confirmatory (AID 1850) | Salmonella Typhi PhoP-promoter GFP reporter, fluorescence, 4 h; higher % means a stronger effect | inhibition, % at 50 µM; hits with a dose series show IC50 in µM | 310,000 compounds, 0.33% hits; in the data active = a potency from the dose series; inconclusive = inhibition mostly from about 25% at the one dose, without a potency; inactive = the rest, 99 in 100 with inhibition below about 19%;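 also: 0% = induced wells with vehicle and 100% = uninduced wells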
tuberculosis growth = growth inhibition of non-replicating M. tuberculosis (AID 488890); Mycobacterium tuberculosis non-replicating, growth inhibition; higher % means a stronger effect; inhibition, % at 25 µM; hits with a dose series show IC50 in µM; 320,000 compounds, 0.39% hits; in the data active = a potency from the dose series; inconclusive = inhibition mostly from about 82% at the one dose, without a potency; inactive = the rest, 99 in 100 with inhibition below about 76%;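 also: plate controls were DMSO cells for no effect and high antibiotic wells for full effect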
VEEV TC-83 Vero = inhibitors of VEEV TC-83 cytopathic effect, confirmation, Vero cells (AID 588727). inhibition, % at 20 µM, or IC50 in µM where a hit was titrated. 350,000 compounds, 0.13% hits. Vero cells, VEEV TC-83 cytopathic effect inhibition; higher % means a stronger effect; in the data active = a potency from the dose series; inconclusive = inhibition mostly from about 14% at the one dose, without a potency; inactive = the rest, 99 in 100 with inhibition below about 12%; also: strong numbers were not always called active
The depositor's hits bear a star; i = inactive; ? = inconclusive; nt = no result given. Random draw from the library; overall some 1.5% were active at least once.

SMILES	H1N1 NS1A inhibition	H37Rv inhibition	Salmonella PhoP GFP	tuberculosis growth	VEEV TC-83 Vero
CCOC(=O)N1CCC(NC(=O)CCC(=O)N2CCOc3ccc(Cl)cc32)CC1	-9%	1%	-1%	15%	0.2%
Cc1ccccc1C(=O)NC1CCN(CC(=O)Nc2ccc(Br)cc2)CC1	0%	?	7%	12%	i
COc1cccc(CNC(=O)CCC2CCCN(C/C=C/c3ccccc3OC)C2)c1 (stereo not given)	2%	53%	10%	70%	0.6%
CCCCN1C(=O)Nc2ccccc2S1=O (stereo not given)	-7%	2%	3%	0%	1.9%
COC(=O)c1ccc(OS(=O)(=O)c2ccc(NC(C)=O)cc2)cc1	3%	-1%	4%	74%	3.2%
Cc1cc(Cl)c(S(=O)(=O)Nc2ccccn2)cc1OCC(N)=O	18%	-7%	-13%	-10%	i
CCOC(=O)C1=C(C)NC(=O)C1CC(=O)O (stereo not given)	-10%	-4%	-11%	-14%	1.3%
Nc1c(N(Cc2ccco2)C(=O)c2cccc(Cl)c2)c(=O)[nH]c(=O)n1Cc1ccccc1	-3%	-9%	nt	8%	7.4%
COc1ccc(CN(C)C(=O)c2ccc3c(=O)n4c(nc3c2)CCC4)cc1	1%	8%	15%	-4%	1.2%
CSCc1c(C(=O)OCC(=O)NC2CCCCC2)oc2ccccc12	10%	-1%	nt	-2%	2.5%
CC(C)c1cc(C(=O)N2CCCC(N3CCN(c4ccc(F)cc4)CC3)C2)n(C)n1 (stereo not given)	6%	nt	nt	nt	2.2%
N#CCCCSc1nnnn1-c1cccc(Cl)c1	-2%	3%	4%	43%	1.0%
CC(NC(=O)c1ccccc1OC(F)F)c1ccc(-n2ccnc2)cc1 (stereo not given)	-5%	-2%	-10%	-6%	6.3%

Record cards, as listed above. Screens in order: H1N1 NS1A inhibition, H37Rv inhibition, Salmonella PhoP GFP, tuberculosis growth, VEEV TC-83 Vero
`Cc1cc(Cl)c(S(=O)(=O)Nc2ccccn2)cc1OCC(N)=O` is listed as 18%, -7%, -13%, -10%, i
`COc1cccc(CNC(=O)CCC2CCCN(C/C=C/c3ccccc3OC)C2)c1` (stereo not given) is listed as 2%, 53%, 10%, 70%, 0.6%
`CCCCN1C(=O)Nc2ccccc2S1=O` (stereo not given) is listed as -7%, 2%, 3%, 0%, 1.9%
`CSCc1c(C(=O)OCC(=O)NC2CCCCC2)oc2ccccc12` is listed as 10%, -1%, nt, -2%, 2.5%

6 compounds from above, arranged by SMILES length, ascending.
SMILES	H1N1 NS1A inhibition	H37Rv inhibition	Salmonella PhoP GFP	tuberculosis growth	VEEV TC-83 Vero
CCCCN1C(=O)Nc2ccccc2S1=O (stereo not given)	-7%	2%	3%	0%	1.9%
N#CCCCSc1nnnn1-c1cccc(Cl)c1	-2%	3%	4%	43%	1.0%
CCOC(=O)C1=C(C)NC(=O)C1CC(=O)O (stereo not given)	-10%	-4%	-11%	-14%	1.3%
COC(=O)c1ccc(OS(=O)(=O)c2ccc(NC(C)=O)cc2)cc1	3%	-1%	4%	74%	3.2%
COc1cccc(CNC(=O)CCC2CCCN(C/C=C/c3ccccc3OC)C2)c1 (stereo not given)	2%	53%	10%	70%	0.6%
Nc1c(N(Cc2ccco2)C(=O)c2cccc(Cl)c2)c(=O)[nH]c(=O)n1Cc1ccccc1	-3%	-9%	nt	8%	7.4%

Bioassay records (PubChem BioAssay)
